Dyrk1A ADPGlo = rat Dyrk1A kinase inhibitors, primary screen, biochemical, single point, plate reader; ADP-Glo luminescence, NFATc1 peptide; inhibition, % at 12.5 µM; 0.43% of 310,000 active; in the data active = inhibition above about 50%;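 note: plate controls were vehicle with enzyme for no effect and no enzyme for full effect; many of its hits are not listed in these tables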
GSK3beta inhib = human GSK3beta kinase inhibitors, primary screen, biochemical, cell-free homogeneous, HTS; 0.038% of 300,000 active; activity score (negative = inhibition), % at 10 µM; GST-GSK3beta kinase, ADP-Glo luminescence, 60 min; active compounds read low; Glycogen synthase kinase-3 beta (Homo sapiens), P49841;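 active = more than half of replicate wells score below -50%, meaning over 50% inhibition versus plate controls; inconclusive = some replicates but at most half score below -50%; inactive = no replicate scores below -50%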;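 note: 0% = median DMSO wells and -100% = median GW8510 positive control wells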
Target sequence (P49841 whole entry, looked up): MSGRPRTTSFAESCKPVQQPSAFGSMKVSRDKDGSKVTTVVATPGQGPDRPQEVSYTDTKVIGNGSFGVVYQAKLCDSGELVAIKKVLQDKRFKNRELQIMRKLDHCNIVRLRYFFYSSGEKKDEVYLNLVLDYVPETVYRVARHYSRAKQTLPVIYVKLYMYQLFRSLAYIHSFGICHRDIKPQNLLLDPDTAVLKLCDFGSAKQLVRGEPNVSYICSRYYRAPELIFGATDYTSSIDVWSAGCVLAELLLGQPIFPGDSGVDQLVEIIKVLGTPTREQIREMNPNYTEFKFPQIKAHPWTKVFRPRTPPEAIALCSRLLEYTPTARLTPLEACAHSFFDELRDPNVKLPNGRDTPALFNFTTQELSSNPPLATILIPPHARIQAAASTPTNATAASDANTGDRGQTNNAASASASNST
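Assay system: GST-fused GSK3beta enzyme, cell-free / Medium: Tris pH 7.5 buffer with MgCl2, DTT, BSA, heparin / Also added: peptide substrate plus 25 µM ATP (final) / Compound: 10 µM single point / Timing: kinase reaction with compound 60 min at room temperature / Detection: ADP-Glo luminescence / Benchmarks: DMSO neutral wells and GW8510 at 20 µM as positive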
HDAC3 inh = HDAC3 deacetylase inhibitors, primary screen, biochemical, fluorescence, cell-free homogeneous; Histone deacetylase 3 (Homo sapiens), O15379; recombinant HDAC3, fluorogenic peptide/trypsin coupled; inhibition, % at 8.3 µM; 0.15% of 320,000 active; in the data active = inhibition above about 26%, passing the limit was not always enough; inconclusive = no clear call, values can overlap the other calls
KCNK3 inh = human KCNK3 channel inhibitors, primary screen, CHO cells, FluxOR thallium flux, B-score. Potassium channel subfamily K member 3 (Homo sapiens), O14649. B-score at 10 µM. 0.84% of 340,000 active. FluxOR fluorescence; active compounds read low. AID 602410, 2012;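 active = B-score under library mean minus 4 SD, starting fluorescence ratio at most library mean plus 5 SD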;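 note: more negative B-score means stronger inhibition of thallium flux through KCNK3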
PolyA inh = polyadenylation inhibitors in yeast reporter cells, primary screen, luminescence, S. cerevisiae; S. cerevisiae SKY197-pL101 polyadenylation reporter, beta-gal luminescence; efflux-impaired pdr1/pdr3 knockout yeast; score 100 = 6 SD above DMSO; calls only at 12 µM; 0.02% of 300,000 active;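 active = lowest replicate activity score at least 50, where 100 means six control SD above control mean; inconclusive = lowest score under 50 but half or more replicates reach 50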;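 note: yeast exposed to compound for 9 h at 30 °C; higher score means more reporter readthrough which indicates perturbed polyadenylation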
KCNK9 block = KCNK9 potassium channel inhibitors, primary screen, HEK293 cells, thallium flux. Potassium channel subfamily K member 9 (Homo sapiens), Q9NPC2. FluxOR thallium flux fluorescence; active compounds read low. B-score at 10 µM. 1.2% of 310,000 active. AID 488922, 2010;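 active = ratio B-score over 3 SD below the library mean, with starting fluorescence within 5 SD of its mean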;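 note: negative B-score means less thallium flux so channel inhibition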
KCNQ1 pot = potentiators or activators of KCNQ1 channel, primary screen, cell-based, thallium flux, high-throughput; Potassium voltage-gated channel subfamily KQT member 1 (Homo sapiens), P51787; CHO-K1 KCNQ1, thallium flux FluxOR fluorescence; active compounds read high; B-score at 10 µM; 0.35% of 310,000 active; AID 2648, 2010;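 active = fluorescence ratio B-score, a plate-corrected score, at least three library SD, with initial intensity B-score within 5 SD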
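assay system = CHO-K1 cells stably expressing KCNQ1 | medium = assay buffer, equal DMSO in all wells | timing = 37 °C overnight plating, 90-min dark dye load, 20-min compound pretreatment | measured by = kinetic FluxOR thallium fluorescence, 10-s 1-Hz baseline, 110-s post-stimulus read | measure = fluorescence change relative to baseline, converted to B score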
GSK3A inh = blockers of GSK3A enzyme activity – biochemical, luminescence, cell-free homogeneous, HTS, primary screen; AID 2650, 2010; inhibition, % at 10 µM; Glycogen synthase kinase-3 alpha (Homo sapiens), P49840; 0.1% of 320,000 active; GSK-3 alpha kinase, ADP-Glo luminescence, 60 min;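 in the data active = inhibition above about 50%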;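 note: GST-tagged GSK-3 alpha with peptide substrate and 25 µM ATP; 0% = DMSO neutral wells and 100% = GW8510 positive control wells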
Target sequence (P49840 whole entry, looked up): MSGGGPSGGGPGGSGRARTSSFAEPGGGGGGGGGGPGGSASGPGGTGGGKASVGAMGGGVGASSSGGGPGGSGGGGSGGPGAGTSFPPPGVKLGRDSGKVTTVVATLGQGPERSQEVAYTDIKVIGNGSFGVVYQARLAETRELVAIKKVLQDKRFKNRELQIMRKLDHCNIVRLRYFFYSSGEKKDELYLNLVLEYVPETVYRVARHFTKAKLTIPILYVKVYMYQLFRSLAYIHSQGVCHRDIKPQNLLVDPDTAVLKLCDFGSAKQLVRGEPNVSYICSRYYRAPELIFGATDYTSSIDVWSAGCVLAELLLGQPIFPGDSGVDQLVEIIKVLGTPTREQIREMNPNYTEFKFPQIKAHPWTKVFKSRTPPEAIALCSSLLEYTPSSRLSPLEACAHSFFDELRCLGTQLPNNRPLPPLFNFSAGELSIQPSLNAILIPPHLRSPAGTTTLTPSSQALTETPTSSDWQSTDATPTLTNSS
KCNQ1 block = inhibitors of human KCNQ1 channel, primary screen, cell-based, thallium flux, high-throughput; Potassium voltage-gated channel subfamily KQT member 1 (Homo sapiens), P51787; CHO-K1 KCNQ1, FluxOR thallium flux fluorescence; active compounds read high; B-score at 10 µM; 1.3% of 310,000 active; AID 2642, 2010;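 active = compounds whose thallium flux B-score, printed positive for inhibition, exceeds three library SD while starting fluorescence stays within three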;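 note: channel opened by potassium depolarization with thallium stimulus after 20 min compound exposure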
hERG protect = hERG rescue from dofetilide block, primary screen, cell-based, CHO-hERG, FluxOR thallium flux, dofetilide IC70; dofetilide IC70 present; activation (rescue from dofetilide block), less the hit threshold, % at 10 µM; 0.51% of 310,000 active; AID 1511, 2009;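 active = activation above the mean of controls blocked by dofetilide plus 5 SD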;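 note: thallium influx through hERG after potassium depolarization seen as dye fluorescence rise; in these data hits start at about 4.7%; inactives centre near -7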
RGS4 pot = RGS4 potentiators or activators, primary screen, cell-based, HEK293 M3R inducible RGS4, calcium flux; carbachol calcium flux Fluo4; active compounds read low; B-score at 10 µM; 0.92% of 310,000 active;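 active = B-score of the integrated calcium signal more than 4 SD below the library mean, with starting fluorescence not abnormally high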;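 note: negative B-score means reduced calcium response which marks RGS4 activation or potentiation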
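Assay system: Inducible-RGS4 HEK293 cells carrying M3 receptor | Schedule: Compound preincubation 20 min at room temperature before agonist | Signal: Kinetic calcium fluorescence imaging with Fluo4-AM dye, 2 µM | Read-out basis: B score from integrated fluorescence ratio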
* marks the source's active call; other numbers are inactive results; i = inactive; u = inconclusive; x = no result given. The list is partial; count on the stated rates, not on these rows.

Sequence of screens – Dyrk1A ADPGlo	GSK3beta inhib	HDAC3 inh	KCNK3 inh	PolyA inh	KCNK9 block	KCNQ1 pot	GSK3A inh	KCNQ1 block	hERG protect	RGS4 pot
Cc1ccc(COc2ccc3c(c2)OCO3)cc1
    2	3	4	i	i	i	i	1	i	-8	i
S=C(NC1CCCC1)N1CCN(c2ccccn2)CC1
    -1	3	0	i	i	i	i	-5	i	-3	i
CC1CCc2c(nc3nc[nH]n3c2=O)C1 (centres undefined)
    23	-2	-2	i	i	i	i	7	i	-5	i
COC(=O)c1cc(OC)c(OC)cc1NC(=O)c1cccc(OC)c1OC
    0	-16	-8	i	i	i	i	1	i	-6	i
COc1ccccc1CN1CC(C(=O)N(C)CCCn2nc(C)cc2C)CCC1=O (centres undefined)
    x	-2	x	i	i	i	i	-8	i	-6	i
O=C(COc1ccc(/C=C2/NC(=O)NC2=O)cc1)Nc1ccc(F)cc1
    -1	0	x	i	i	i	i	-4	i	-8	i
COc1ccc(-c2csc(NC(=O)CN3C(=O)CCC3=O)n2)cc1
    -3	-3	-5	i	i	i	i	-2	i	0	i
COc1cc(C(C(=O)NC2CCCC2)N(C(=O)c2snc(C(N)=O)c2N)c2ccccc2)cc(OC)c1OC (centres undefined)
    0	-2	-8	i	x	i	i	1	i	-3	i
Cn1cc(CNC(=O)CC2C(=O)NCCN2CC(C)(C)C)cn1 (centres undefined)
    -2	0	-5	i	i	i	i	-3	i	-12	i
CC(C)c1ccc(S(=O)(=O)N2CCN(C(C)C(=O)Nc3ccccc3-c3ccccc3)CC2)cc1 (centres undefined)
    -2	-23	0	i	i	i	i	-1	i	-9	i
C=CCc1c(C)nc(SCc2ccccc2)[nH]c1=O
    14	3	-5	i	i	i	i	1	i	-3	i
COc1cc(C(C(=O)NC2CCCC2)N(C(=O)Cc2cccs2)C2CC2)cc(OC)c1OC (centres undefined)
    2	3	u	i	i	i	i	-5	i	-1	i
CCn1nc(C)cc1C(=O)N1CCCC(C(=O)c2cccc(OC)c2)C1 (centres undefined)
    7	4	2	i	i	i	i	-5	i	-7	i
CS(=O)(=O)N(CC(=O)Nc1ccc2c(c1)OCCO2)c1ccc2c(c1)OCO2
    2	-1	5	i	i	i	i	-1	i	-2	i
CCCCOc1ncnc2c1[nH]c1ccc(OC)cc12
    x	-5	-11	x	i	i	i	0	i	-5	i
CC1(C)OC(=CC=Nc2ccc(Cl)cc2)OC1(C)C
    x	9	-4	i	i	i	i	-1	i	-7	i
CCN(CC(=O)Nc1c(F)cccc1F)C(=O)c1ccc(N2CCOCC2)c([N+](=O)[O-])c1
    0	x	2	i	i	i	i	1	i	-2	i
COc1ccc(Oc2c(O)c3ccccc3n(C)c2=O)cc1
    -4	0	-1	i	x	i	i	x	i	-5	i
O=S(=O)(Nc1ccc(N2CCOCC2)cc1)c1cccs1
    1	0	-4	i	i	i	i	-5	i	-6	i
O=C(Nc1cc(Cl)ccc1Cl)C1CC(=O)N(c2ccc(Br)cc2)C1 (centres undefined)
    -6	3	-1	i	i	i	i	-2	i	-6	i
O=C(COc1ccc(Cl)cc1Br)NC(=O)NCc1ccccc1
    -1	1	12	i	i	i	i	0	i	-6	i
O=C(NCCC1=CCCCC1)c1ccc(Cl)cc1
    x	1	4	x	i	i	i	x	i	-12	i
N#CC(c1ccc(Cl)cc1)c1ncc(C(F)(F)F)cc1Cl (centres undefined)
    3	-1	10	i	i	i	i	1	i	-14	i
CCN1N=C(c2ccccc2)Cn2c1nc1ccccc12
    2	2	-5	-9.4*	i	i	i	-2	i	-14	i
C=CCC1(/C=N/O)CCOC(C)(C)C1 (centres undefined)
    -90	-4	6	i	i	i	i	-1	i	-6	i
CCO[C@H]1OC(C(=O)O)=C[C@@H](c2csc3ccccc23)[C@@H]1CCCO
    -8	2	-3	i	i	i	i	-4	i	-1	i
COc1ccc(C)cc1NC(=O)NC1CCCc2ccccc21 (centres undefined)
    -2	1	12	i	i	i	i	3	i	-1	i
COCCNC(=O)CN(Cc1ccc(OC)cc1)C(=O)CCC(=O)Nc1nccs1
    -8	-3	-4	i	i	i	i	7	i	-6	i
Cc1ccc(C(=O)N2CCN(c3ccccc3)CC2)cc1C
    -2	1	6	i	i	i	i	-2	i	-4	i
CCOCc1nnc(NC(=O)c2cc(OC)c(OC)cc2[N+](=O)[O-])s1
    -1	0	4	i	i	i	i	-1	i	-12	i
COc1ccc(C/C(C)=N/NS(=O)(=O)c2ccc(Br)cc2)cc1
    2	4	3	i	i	i	i	-5	i	-7	i
CCOC(=O)c1ccc(NC(=S)Nc2ccc(Br)cc2N)cc1
    63*	6	8	i	i	i	i	-1	i	-6	i
CN(Cc1ccccc1)C(=O)c1ccc(NC2=NC3CS(=O)(=O)CC3S2)cc1 (centres undefined)
    4	3	3	i	i	i	i	-2	i	-8	i
COc1ccc(-c2cnnc(N/N=C/c3ccc(C)o3)n2)cc1
    25	-1	-3	i	i	i	i	-1	i	-5	i
COC(=O)c1cc(OC)c(OC)cc1NC(=O)c1csc(C)c1
    0	-2	-2	i	i	i	i	1	i	-8	i
COC(=O)CCSCC(=O)Nc1ccc(C)c(S(=O)(=O)N2CCCCC2)c1
    -2	1	4	i	i	i	i	0	i	-13	i
COc1ccc(Cl)cc1NC(=O)C1Cc2cc(S(=O)(=O)N3CCCC3)ccc2N1C(C)=O (centres undefined)
    -5	0	-14	-9.4*	i	i	i	2	i	-11	i
O=C(N/N=C/c1ccc(O)cc1)c1cc(C2CC2)[nH]n1
    15	-4	16	i	i	i	i	6	i	-10	i
CCOC(=O)N1CCC(N2CCN(S(=O)(=O)c3ccc(C)cc3)CC2)CC1
    -3	1	4	i	i	i	i	-2	i	-7	i
CCOc1ccc(CCNC(=O)CSc2n[nH]c(N)n2)cc1OCC
    -1	0	17	i	i	i	i	0	i	-7	i
Cc1cccc(C)c1NC(=O)CSC(=S)N1CCCC1
    -4	-4	-8	i	i	i	i	-7	i	-5	i
Cc1cc(C)c(C#N)c(=N)o1
    -3	0	1	i	i	i	i	1	i	-1	i
Cc1nn(CC(=O)Nc2c(F)c(F)cc(F)c2F)c(=O)c2cccn12
    1	3	-1	i	x	i	i	-2	i	-4	i
Cc1cccc(CN2CCCC(C(=O)N3CCc4ccccc4C3)C2)c1 (centres undefined)
    -5	0	-4	i	i	i	i	2	i	-13	i
Brc1ccccc1CN1CCC(N2CCCCC2)CC1
    2	-1	-2	i	i	i	i	-1	i	-6	i
N#CC(c1ccccc1)c1cccc(Cl)n1 (centres undefined)
    -2	-2	1	i	i	i	i	-1	i	-8	i
CCNc1c([N+](=O)[O-])c(=O)n(CC)c2ccccc12
    x	-3	-1	i	i	i	i	-2	i	-8	i
CC1(C)Cn2c(nc(=O)c3c2NCN(CCc2ccccc2)C3)S1
    -1	-1	8	i	i	i	i	-1	i	-8	i
N#Cc1c(NCCO)nc(NCc2ccccc2)c2c1CCN(Cc1ccccc1)C2
    x	-3	-7	x	i	i	i	0	i	-13	i
Cn1c(NC(=O)CC2CCCCC2)cc(=O)n(C)c1=O
    9	-1	8	i	i	i	i	-1	i	-11	i
COc1cc(C(=S)N2CCN(c3ccccc3Cl)CC2)cc(O)c1O
    5	-2	10	i	i	i	i	1	i	-19	i
Cc1cnc(NC(=O)CSc2nnc(-c3cccs3)n2C)s1
    -3	2	-4	i	i	i	i	4	i	-7	i
CCCCc1nnc(NC(=O)C2=COCCO2)s1
    -5	3	3	i	i	i	i	0	i	-8	i
CC(C)N1CCN(Cc2cccn2-c2cccnc2)CC1CCO (centres undefined)
    -60	1	-10	i	i	i	i	-2	i	-3	i
CC(=O)Nc1ccc(S(=O)(=O)NNC(=O)c2cc3c4ccccc4n(C)c3s2)cc1
    7	6	-1	i	i	i	i	-4	i	-5	i
CCOc1ccc(S(=O)(=O)N/N=C(\C)c2ccc(Cl)c(Cl)c2Cl)cc1
    -2	4	4	i	i	i	i	-1	i	-8	i
Cc1ccc2c(c1C)OC(=O)CC2c1ccccc1 (centres undefined)
    -2	3	-3	i	i	i	i	0	i	-5	i
Cc1cc(C)n2nc(C(=O)Nc3cccnc3)nc2n1
    -5	0	-5	i	i	i	i	1	i	-9	i
Cc1ccc(N/C(C(Cl)=C(Cl)Cl)=C(/Cl)[N+](=O)[O-])c(C)c1
    -3	5	x	i	i	i	i	x	i	-7	i
Cc1sc(NC(=O)C2C3CCC(O3)C2C(=O)O)nc1-c1ccc(CC(C)C)cc1 (centres undefined)
    4	1	10	i	i	i	i	-4	i	-13	i

Following part
Sequence of screens – Dyrk1A ADPGlo	GSK3beta inhib	HDAC3 inh	KCNK3 inh	PolyA inh	KCNK9 block	KCNQ1 pot	GSK3A inh	KCNQ1 block	hERG protect	RGS4 pot
CN1C(=S)SC(C)(C)C1/[N+]([O-])=C/c1cccnc1 (centres undefined)
    5	-17	1	i	i	i	i	1	i	-7	i
CC(C)C(=O)Nc1cccc(-c2cn3ccccc3n2)c1
    -6	0	-29	i	i	i	i	-4	i	-5	i
Cc1cc(NC(=O)c2ccccc2NS(=O)(=O)c2c(C)c(C)cc(C)c2C)no1
    -2	3	-2	i	i	i	i	2	i	-8	i
CC(Oc1ccc(Cl)cc1)c1ccc(C#N)c(=O)[nH]1 (centres undefined)
    3	1	0	i	i	i	i	-5	i	0	i

Screening results (PubChem BioAssay)
